INS-1E GSIS act = GLuc luminescence reporter in INS-1E cells, primary screen for activators of glucose-dependent secretion of insulin | INS-1E GLuc reporter insulin secretion, 2-3 h | activation, % at 16.6 µM | actives 0.61% (n = 370,000) | AID 743287, 2014;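 active means lowest replicate activation of at least 40%, so every replicate reaches that level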;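 further: 0% = median of neutral control wells and 100% = median of IBMX positive control wells; some compounds called inactive have numbers as strong as hits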
DENV2 CPE = inhibitors of DENV2 cytopathic effect, primary screen, cell-based, plate reader, single concentration | DENV2-infected cells, cytopathic effect rescue | CPE inhibition, % at 9.99 µM | actives 1.7% (n = 350,000) | AID 651640, 2012; in the data active means CPE inhibition above about 20%, passing the limit was not always enough; inconclusive means no clear call, values can overlap the other calls; tested in BHK-21 cells;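 further: 0% = median of neutral control wells and 100% = median of positive control wells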
PAX8 reporter = inhibitors of PAX8-driven TPO luciferase reporter, primary screen, RMG-I cells, single concentration | inhibition, % at 12.6 µM | AID 652154, 2013 | actives 1.2% (n = 360,000) | SteadyGlo, 24 h;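 active means mean replicate inhibition at least 60% with every replicate also reaching 60%; inconclusive means only one of the two criteria is met; inactive means mean below 60% and not all replicates reaching 60%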;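 further: luciferase light reporting Pax8 driven TPO promoter activity; plate controls were median of neutral control wells for no effect and mitoxantrone controls for full effect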
ARNT TACC3 PPI = disruptors of ARNT/TACC3 protein interaction, primary screen, biochemical, AlphaScreen, single concentration. Transforming acidic coiled-coil-containing protein 3 (Homo sapiens), Q9Y6A5. AlphaScreen His-ARNT PAS-B/GST-TACC3 binding, luminescence; TACC3 fragment carries E629A point mutation. inhibition, % at 9.99 µM. actives 0.66% (n = 390,000);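 active means mean inhibition of replicates at least 50% and at least half of replicates each reaching 50%; inconclusive means half or more replicates reach 50% but mean below 50%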;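 further: 0% = complete ARNT plus TACC3 wells and 100% = ARNT alone without TACC3; many hits fall short of the cut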
ERp5 inh = inhibitors of ERp5-driven insulin aggregation, primary screen, biochemical, turbidity, absorbance 650 nm, single point. inhibition, % at 9.99 µM. Protein disulfide-isomerase A6 (Homo sapiens), Q15084. actives 0.05% (n = 350,000). AID 651711, 2012. 90 min;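 active means mean replicate inhibition above about 25%, with every replicate also reaching it, limit read from the data, passing the limit was not always enough; inconclusive means only one of those two criteria met; inactive means neither criterion met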
Target sequence (Q15084 whole entry, looked up): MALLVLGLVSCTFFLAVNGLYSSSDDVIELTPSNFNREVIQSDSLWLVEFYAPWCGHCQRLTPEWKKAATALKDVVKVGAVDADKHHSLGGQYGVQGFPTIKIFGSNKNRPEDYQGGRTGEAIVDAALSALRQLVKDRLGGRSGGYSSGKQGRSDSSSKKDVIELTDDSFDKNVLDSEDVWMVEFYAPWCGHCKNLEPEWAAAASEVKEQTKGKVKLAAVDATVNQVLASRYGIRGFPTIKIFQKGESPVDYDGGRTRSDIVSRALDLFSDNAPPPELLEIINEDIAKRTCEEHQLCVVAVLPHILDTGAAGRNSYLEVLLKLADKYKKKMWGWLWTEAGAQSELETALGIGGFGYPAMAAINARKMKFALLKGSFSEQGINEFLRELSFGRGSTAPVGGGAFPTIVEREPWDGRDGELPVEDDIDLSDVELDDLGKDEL
Xi reactivation = activators of inactive X chromosome reactivation, primary screen, imaging, XiGFP fibroblasts, GFP high-content imaging, set 2; XiGFP mouse fibroblasts, % GFP-positive cells imaging, 3 d; cells co-treated with 5-aza-dC sensitizer; scaled so ellipticine positive control = 100%; actives 0.055% (n = 360,000); AID 743238, 2013; activation, % at 7.58 µM;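 active means mean normalized replicate activation at least 10% and every replicate at or above 10%; inconclusive means only one of the two criteria met; inactive means mean below 10% and not all replicates reach 10%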;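 further: 0% = median of on-plate neutral control wells and 100% = ellipticine 6 µM median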
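assay system = SV40-immortalized XiGFP fibroblast cells, line 68-5-11 | buffer or medium = DMEM plus 5-aza-dC sensitizer | doses = single-point pinned compound dosing | times = 3-day compound exposure, then 15 min fixation at room temperature | benchmarks = positive control ellipticine, 6 µM final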
EWS-Fli inh = EWS/Fli-driven NR0B1 reporter inhibitors, primary screen, A673 cells, NR0B1 luciferase, luminescence, MLPCN library. AID 651661, 2012. inhibition, % at 12.6 µM. viability-normalised. actives 0.67% (n = 350,000);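 active means mean inhibition of at least 50% after viability correction, with every replicate also passing that limit; inconclusive means mean reaches 50% but only one of two replicates passes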;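 further: firefly luciferase signal divided by Alamar Blue viability fluorescence both relative to DMSO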
CFTR F508del cor = F508del CFTR correction, initial screen, CFBE line, single point | actives 0.36% (n = 350,000) | AID 720511, 2013 | activity (quench increase), % at 7.58 µM | CFBE cells, YFP halide quenching; stimulated with forskolin plus potentiator P3; % fluorescence drop versus neutral controls;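 active means mean added fluorescence quench of at least 8% versus neutral control, with both replicates also reaching 8%; inconclusive means only one of the mean or replicate conditions met; inactive means mean below 8% and not both replicates reaching 8%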;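 further: cells transiently co-express mutant CFTR-F508del with the halide-sensitive YFP; corrector assay measuring rescue of mutant channel to the surface after 24 h compound exposure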
Numbers without * were called inactive; ? = inconclusive; / = not tested or not shown; & = joins results of further samples. The order is random; any-hit rate near 4.2%.

SMILES	INS-1E GSIS act	DENV2 CPE	PAX8 reporter	ARNT TACC3 PPI	ERp5 inh	Xi reactivation	EWS-Fli inh	CFTR F508del cor
CCOC(=O)C1=C[C@@H](CC)N(S(=O)(=O)c2ccc(C)cc2)[C@H]1c1cccs1	-25	-3	19	/	5	0.0	2	-2.7
O=C(C[C@H]1CC[C@@H]2[C@H](COC[C@H](O)CN2Cc2ccncc2)O1)NCc1ccncc1	16	-11	-15	-25	-3	-0.1	2	-2.3
COC(=O)N(C)C[C@@H]1OCc2ccccc2-c2c(n(C)c3ccccc23)C(=O)N([C@H](C)CO)C[C@@H]1C	-7&-1	12&-4	-18	/	0&5	0.0&0.0	-8&-7	0.4&0.2
C[C@@H]1CN([C@@H](C)CO)C(=O)Cc2cc(NC(=O)Nc3cccc4ccccc34)ccc2O[C@@H]1CN(C)S(=O)(=O)c1cccs1	-2	/	22	-1	/	0.1	7	-0.3
COc1ccccc1-n1cc(C(=O)c2cc(Cl)ccc2O)cc(C#N)c1=O	-10	-1	0	5	-8	-0.1	7	3.0
C[C@H](CO)N1C[C@H](C)[C@H](CN(C)Cc2ccc3c(c2)OCO3)Oc2ccc(NS(=O)(=O)c3cn(C)cn3)cc2CC1=O	1	-8	-4	-3	/	0.2	7	-2.4
CN1C(=O)/C(=C\C=C2/CCCN2C)N(C)C1=S	10	-1	-5	/	-8	0.0	-33	-3.3
COc1cccc(S(=O)(=O)N[C@@H]2CC[C@@H](CCn3cc(-c4ccccc4)nn3)O[C@H]2CO)c1	-13	5	16	-2	3	0.2	-7	-0.5
CO[C@@H]1CN(C)C(=O)c2ccc(NC(=O)c3ccc(F)cc3)cc2OC[C@@H](C)N(C(=O)CN(C)C)C[C@@H]1C	15	/	/	/	/	-0.4	-3	-2.7
COc1cc(OC)c(C(=O)OCC(=O)Nc2cccc(S(=O)(=O)NC3=NCCCCC3)c2)cc1OC	/	-3	12	2	0	0.0	-10	-1.1
COc1cccc(-c2ccc(C3[C@H]4CNC[C@@H]3N4Cc3nccs3)cc2)c1 (stereo partly drawn)	-6&2	-3&4	/	/	0	0.1&0.0	6	-0.9&-1.6
CC(c1cccnc1)N(C(=O)Nc1ccccc1)C1CCCCC1 (stereo not drawn)	/	?	-2	-1	-8	0.1	-5	0.1
Cc1noc(C)c1NC(=O)N(C)C[C@H]1Oc2ccc(NC(=O)C3CC3)cc2CC(=O)N([C@@H](C)CO)C[C@H]1C	4	-7	/	-10	-5	0.2	-1	0.7
CCC(=O)N1[C@H](CO)[C@@H]2c3ccccc3N(C(=O)NC(C)C)C[C@@H]21	7	7	-4	-3	-12	0.1	-3	-1.1
Cc1ccc(CCC(=O)Nc2ccc(Cl)cc2)o1	-9	16	-25	2	8	6.2	-28	-2.1
O=C(N[C@@H](CCC/[N+]([O-])=C/c1ccccc1)C(=O)O)OCc1ccccc1	28	7	-14	-11	-1	-0.1	-8	-0.9
C[C@@H]1CN([C@@H](C)CO)C(=O)c2cc(NC(=O)c3ccncc3)ccc2O[C@@H]1CN(C)S(=O)(=O)c1cccs1	7	11	/	-2	5	-0.8	-8	-1.5
COC(=O)c1ccc(CSc2n[nH]c(C)n2)o1	-7	14	78*	-5	1	0.1	1	3.6
C=CCOc1ccc(C(=O)Nc2ccccc2C(=O)N2CCCC2)cc1	1	-3	2	-1	2	0.3	-7	0.1
COc1cc(CN2CC3(CCN(C(=O)NC(C)C)CC3)c3c(n(C)c4cc(OC)ccc34)[C@H]2CO)cc(OC)c1	-11	-5	/	/	/	0.2	6	1.6
CCCCN1C(=O)/C(=C(/C#N)C(N)=O)c2ccccc21	3	/	-1	4	/	0.0	/	/
CCCC#Cc1cnc2c(c1)C(=O)N([C@H](C)CO)C[C@@H](C)[C@@H](CN(C)Cc1ccncc1)O2	16	4	-6	20	-3	0.8	-2	/
C[C@H](CO)N1C[C@H](C)[C@@H](CN(C)C(=O)Nc2cccc3ccccc23)Oc2ccc(NC(=O)Nc3ccc(C(F)(F)F)cc3)cc2CC1=O	-11	-8	47	-7	-8	0.0	16	1.7
COc1cccc(/C=N/NC(=S)NCCc2ccccc2)c1	-7	4	-7	2	4	0.1	3	0.7
COC(=O)c1ccc(CNC(=O)c2sccc2-c2ccccc2)cc1	-1	-1	15	7	3	0.2	4	-0.7
CCOc1ccc(N(CC(=O)NCc2ccccc2)C(=O)CCC(=O)Nc2nccs2)cc1	-7	4	15	/	3	0.1	8	-1.5
COC(=O)c1sccc1NC(=O)c1cc(-c2cc(C)ccc2C)nc2ccccc12	-2	6	/	-5	0	/	10	0.1
C[C@@H]1CN([C@@H](C)CO)C(=O)c2cccc(NC(=O)C3CCOCC3)c2O[C@@H]1CN(C)S(=O)(=O)c1ccccc1	17	-3	10	1	1	-0.1	4	-2.0
COc1ccccc1NC(=O)N1CC[C@@H]2[C@@H](CO)N(C)c3ccc(-c4cccc(F)c4)cc3[C@@H]21	-8	-23	8	-4	-2	0.2	2	1.4
COc1ccc(S(=O)(=O)Nc2cccc(-c3ccc4nncn4n3)c2)cc1	6	-1	41	-2	0	0.8	64*	3.1
O=S(=O)(c1cccc2cccnc12)N1CCN(Cc2ccc(OCCO)cc2)CC1	/	41*	-2	64*	0	/	3	-0.4
COc1ccc(NC(=O)N(C)C[C@@H]2OCCCC[C@H](C)Oc3ccc(NS(=O)(=O)c4ccc(Cl)cc4)cc3C(=O)N([C@H](C)CO)C[C@@H]2C)cc1	11	0	27	-8	1	0.2	-1	-1.8
O=C(CSc1nnc(CNC(=O)C23CC4CC(CC(C4)C2)C3)n1-c1ccccc1)Nc1ccccc1	15	6	14	-20	6	0.3	-10	/
C=CCNC(=O)CSc1nnc(-c2ccccn2)n1Cc1ccccc1	17	-1	-11	8	1	0.5	5	-0.7
N#CC(C#N)=C1C=CC=CN1/C(=C\c1ccco1)C(=O)c1ccc(Br)cc1	65	/	102*	-22	/	?	/	/
C[C@H]1CCCCO[C@H](CN(C)CC2CCCCC2)[C@@H](C)CN([C@@H](C)CO)C(=O)c2cc(NS(=O)(=O)c3ccccc3)ccc2O1	-3	2&5	2&16	4	3&1	0.2&-0.1	13&7	0.0&4.2
CCOc1ccc(-c2csc(NC(=O)c3ccco3)n2)cc1	-6	-6	-59	-2	2	0.0	-83	-1.7
C[C@@H]1CN([C@H](C)CO)C(=O)c2cc(/C=C/c3ccccc3)cnc2O[C@@H]1CN(C)C(=O)c1cccc(F)c1	-23	10	-15	1	1	-1.2	1	0.7
Cc1ccnc(NC(=O)c2ccc(Cl)cc2Cl)n1	13	-1	3	/	1	0.5	0	-3.6
CN(C)C(=O)c1ccc(-c2ccc([C@@H]3[C@H]4CN(S(C)(=O)=O)CCCCN4[C@H]3CO)cc2)cc1	18	-5	-29	-2	-4	0.2	/	-2.1
CC(=O)NC(c1cccc(F)c1)c1nc(-c2ccccc2)cs1 (stereo not drawn)	-8	-3	-5	/	2	-0.1	-5	-1.6
Cc1c(/C=C(\CC(=O)O)c2nc3ccccc3s2)cc(C#N)n1C	27	-2	-9	-3	-2	-0.2	-31	-0.5
O=C(Nc1cccc(Cl)c1)N1C[C@@H]2[C@H](c3ccccc31)[C@@H](CO)N2C(=O)c1ccncc1	-8	20	-5	7	1	0.0	-2	-0.8
c1ccc(CCN=C2CCCc3c2[nH]c2ccccc32)cc1	6	2	11	-10	3	0.0	22	-1.1
COc1ccc(S(=O)(=O)N2CCOCC2)cc1NC(=O)COC(=O)C1CC1C (stereo not drawn)	3	1	-8	-6	-9	0.1	-2	3.3
O=C1Nc2cc(Cl)c(Cl)cc2N(O)N1c1ccc(Cl)cc1	-1	-1	/	-20	-1	/	10	-1.4
CN(C)C(=O)c1ccc(-c2ccc([C@@H]3[C@H](C#N)N(C(=O)C4CC4)[C@H]3CO)cc2)cc1	-9	0	-35	33	7	-0.1	-3	-0.4
COc1ccc(C(CCN2CCCC(C)C2)c2c(OC)cc(OC)c3c(C)cc(=O)oc23)cc1 (stereo not drawn)	4	/	3	12	/	0.0	-8	-0.9
Cc1ccc(S(=O)(=O)Nc2ccccc2F)cc1C(=O)N1CCN(c2ccccc2O)CC1	1	1	8	/	-4	0.0	-2	4.1
COc1ccccc1-c1cnc2c(c1)C(=O)N([C@H](C)CO)C[C@@H](C)[C@@H](CN(C)Cc1cncnc1)O2	10	-7	/	-6	0	0.0	-11	0.4
O=C(O)c1ccc2c(c1)SC1=NS(=O)(=O)CCN12	-7	0	-6	-4	-5	0.1	-7	-0.7
O=C1CN(CC(=O)Nc2ccc(SC(F)F)cc2)CCN1	2	1	-7	/	4	0.0	1	/
C[C@H]1CN([C@@H](C)CO)C(=O)c2cc(-c3cccnc3)cnc2O[C@H]1CN(C)C(=O)Nc1ccc(F)cc1	10	1	3	-1	-3	-0.7	6	-2.7
COc1ccc(C2(C(=O)Nc3ccc(C)c(C)c3)CCOCC2)cc1	-9	-5	12	-3	2	0.0	-2	0.3
CO[C@H](CN(C)S(=O)(=O)c1ccc(C)cc1)[C@@H](C)CN(Cc1ccccc1Cl)[C@H](C)CO	-13	-4	/	-5	-1	0.3	12	0.0
Cc1ccc(S(=O)(=O)Nc2ccc3c(c2)C(=O)N([C@H](C)CO)C[C@@H](C)[C@H](CN(C)S(C)(=O)=O)O3)cc1	2	-10	/	-3	-1	-0.1	-1	0.2
COc1ccc(CNC(=O)C[C@@H]2CC[C@H](NC(=O)Nc3ccc4c(c3)OCO4)[C@@H](CO)O2)cc1	6	9	-3	7	-2	-0.1	-18	1.2
C[C@@H]1CN([C@H](C)CO)C(=O)c2cc(C#CCC3CCCC3)cnc2O[C@H]1CN(C)C(=O)c1cnccn1	3	4	/	0	0	-0.8	2	2.9
O=C(NCc1ccco1)c1ccc2nc([C@@H]3O[C@H](CO)[C@H](O)[C@H](O)[C@H]3O)[nH]c2c1	3	-7	-18	/	1	0.0	2	-1.0
COc1ccc(C(=O)CNc2cccc(F)c2)cc1	-2	2	-61	-6	3	0.0	-70	2.4
CN(C)CC#Cc1cccc(-c2nc(C(=O)NCc3ccc4c(c3)OCO4)cc3c2[C@H](CCO)N(S(=O)C(C)(C)C)C3)c1 (stereo partly drawn)	/	10	16	6	19	/	1	/
COc1ccccc1CNS(=O)(=O)c1c(C)[nH]c(=O)[nH]c1=O	-6	-8	/	-4	2	/	1	-0.5
CC(C)NC(=O)Nc1ccc2c(c1)C(=O)N([C@@H](C)CO)C[C@H](C)[C@H](CN(C)Cc1ccc(C(F)(F)F)cc1)OCCCC[C@H](C)O2	-38	-2	-4	-1	2	0.1	13	3.0
